HTR5A inv ctr = counter-screen for OPRM1-OPRD1 inverse agonists: human HTR5A inverse agonism | inhibition, % at 9.3 µM | AID 504634 | HTR5A cell line, luminescence | P47898 | 340,000 tested, 0.083% active; in the data active = inhibition mostly above about 23%, no sharp cut-off; inactive = mostly below about 18%;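 note: 0% = cells with DMSO and 100% = no-cell wells with DMSO; some compounds called inactive have numbers as strong as hits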
Target sequence (P47898 whole entry, looked up): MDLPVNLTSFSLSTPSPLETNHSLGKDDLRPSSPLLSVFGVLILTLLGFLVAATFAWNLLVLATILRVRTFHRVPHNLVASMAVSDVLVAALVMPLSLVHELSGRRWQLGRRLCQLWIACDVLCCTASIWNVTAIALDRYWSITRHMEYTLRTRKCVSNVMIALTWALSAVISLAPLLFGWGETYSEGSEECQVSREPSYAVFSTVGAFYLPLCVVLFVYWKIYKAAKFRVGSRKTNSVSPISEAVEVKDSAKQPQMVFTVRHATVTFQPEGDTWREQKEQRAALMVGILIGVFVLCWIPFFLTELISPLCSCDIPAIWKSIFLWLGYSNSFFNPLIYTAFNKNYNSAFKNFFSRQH
C-LANA FP = blocks KSHV LANA C-terminal domain binding to DNA | MBP-C-LANA/FAM-LBS DNA binding, fluorescence polarization | inhibition, % at 9 µM | 340,000 tested, 0.078% active | AID 504423;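 active = highest replicate inhibition at or above 60% at 9 µM, even if other replicates fall short; inactive = all replicates below 60% inhibition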;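 note: 0% = neutral control wells and 100% = 4 µM acridine orange control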
Keap1 Nrf2 FP = Keap1-Nrf2 (human) interaction inhibition. Q14145. Keap1 Kelch-Nrf2 peptide fluorescence polarization, 1536-well. inhibition, % at 9.4 µM. 340,000 tested, 0.15% active. AID 504523; in the data active = inhibition above about 12%;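 note: human Keap1 Kelch domain with fluorescein labeled Nrf2 9mer peptide probe; 0% = neutral control wells and 100% = peptide positive control; higher means more block of Keap1 binding to Nrf2 peptide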
Target sequence (Q14145 whole entry, looked up, the tested form may be a part): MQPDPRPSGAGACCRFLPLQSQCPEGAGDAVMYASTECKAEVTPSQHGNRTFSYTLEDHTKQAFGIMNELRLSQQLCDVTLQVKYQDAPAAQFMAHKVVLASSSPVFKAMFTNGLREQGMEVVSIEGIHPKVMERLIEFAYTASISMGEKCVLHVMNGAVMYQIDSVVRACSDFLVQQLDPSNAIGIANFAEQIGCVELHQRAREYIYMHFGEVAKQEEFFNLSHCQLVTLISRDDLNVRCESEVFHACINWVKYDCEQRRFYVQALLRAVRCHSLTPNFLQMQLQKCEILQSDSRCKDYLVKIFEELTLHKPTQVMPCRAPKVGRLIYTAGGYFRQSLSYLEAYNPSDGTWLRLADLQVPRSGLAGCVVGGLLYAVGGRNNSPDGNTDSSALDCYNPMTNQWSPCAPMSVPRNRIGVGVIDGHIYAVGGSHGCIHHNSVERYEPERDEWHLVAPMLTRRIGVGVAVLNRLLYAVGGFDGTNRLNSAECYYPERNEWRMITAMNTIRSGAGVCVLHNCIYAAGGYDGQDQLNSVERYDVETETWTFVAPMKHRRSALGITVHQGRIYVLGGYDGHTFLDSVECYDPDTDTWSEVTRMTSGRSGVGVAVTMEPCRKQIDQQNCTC
HTR5A ag = counter-screen for OPRM1-OPRD1 agonists: human HTR5A agonism | P47898 | HTR5A agonist assay, luminescence, cell-based | activation, % at 9.3 µM | 340,000 tested, 0.61% active; in the data active = activation mostly above about 9.5%, no sharp cut-off; inactive = mostly below about 7.6%;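 note: 0% = cells with vehicle only and 100% = reference agonist; strong numbers were not always called active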
MOR-DOR inv ag = mu-delta opioid heterodimer inverse agonism. inhibition, % at 9.3 µM. 340,000 tested, 0.21% active. cell-based MOR-DOR heterodimer luminescence. P35372+P41143; in the data active = inhibition above about 22%, passing the limit was not always enough;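 note: 0% = cells with DMSO and 100% = wells without cells with DMSO; values of inactives mirror those of a sister screen read the other way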
cardiac RTF act = cardiac RTF calcium sensitization. P19429+P45379. IANBD-labeled TnC RTF fluorescence at EC20 calcium; 0% EC20 calcium, 100% full calcium. activation, % at 7.2 µM. 340,000 tested, 0.24% active;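 active = activation above the mean over all tested compounds plus 3 SD, cut at about 30% in these data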;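 note: rise in fluorescence read as greater calcium sensitivity of cardiac thin filaments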
V-ATPase pHluor = yeast V-ATPase proton transport regulation by pHLuorin | 350,000 tested, 0.37% active | S. cerevisiae, pHLuorin cytosolic pH fluorescence | response, % at 10 µM; in the data active = response mostly above about 7.3%, no sharp cut-off; inactive = mostly below about 5.4%; note: actives read high; inactives centre near 0; some compounds called inactive have numbers as strong as hits; reference of the scale not given here
MOR-DOR ag = OPRM1-OPRD1 heterodimerization agonism; P35372+P41143; cells, luminescence; activation, % at 9.3 µM; 340,000 tested, 0.3% active; AID 504326; in the data active = activation above about 18%;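 note: 0% = vehicle-treated cells and 100% = reference agonist; values of inactives mirror those of a sister screen read the other way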
CAL-PDZ inh HTS = blocks peptide binding to the human CAL PDZ domain; Q9HD26; purified CAL PDZ, TMR-peptide fluorescence polarization, 1 h; inhibition, % at 24.9 µM; 300,000 tested, 0.92% active; AID 602252;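 active = mean inhibition of at least 30% with at least half of replicates also reaching 30%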;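 note: 0% = DMSO neutral control and 100% = excess unlabeled competitor peptide PRC23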
RTF Ca sens inh = cardiac RTF calcium desensitization | P19429+P45379 | IANBD-labeled cardiac RTF, Ca2+ fluorescence | inhibition, % at 7.15 µM | 340,000 tested, 0.12% active | AID 493244;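 active = inhibition above the mean inhibition of all tested compounds plus 3 SD, cut at about 17% in these data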;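 note: assay run at fixed EC70 calcium of 1.6 mM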
Numbers without * were called inactive; nt = no result given. No enrichment for hits; overall some 2.8% were active at least once.

molecule	HTR5A inv ctr	C-LANA FP	Keap1 Nrf2 FP	HTR5A ag	MOR-DOR inv ag	cardiac RTF act	V-ATPase pHluor	MOR-DOR ag	CAL-PDZ inh HTS	RTF Ca sens inh
COc1cc(S(=O)(=O)N2CCOCC2)cc(C(=O)NCC(c2cccs2)N2CCOCC2)c1OC (configuration not stated)	7	-2.1	0	0	1	0	-2	-0.4	3	-17
CCCc1cc(=O)oc2cc(OC(C)C(=O)NCC3CCC(C(=O)O)CC3)ccc12 (configuration not stated)	-41	-1.3	1	-3	15	4	1	-3.0	0	6
O=C(COC(=O)c1cccc(O)c1)NCc1ccc2c(c1)OCO2	4	1.5	-1	-2	9	4	-3	-1.8	-1	0
Nc1cc2c(cc1Br)-c1c(C(=O)O)cccc1C2O (configuration not stated)	-1	-12	-7	0	12	-3	6	-2.7	-3	-10
COc1cc(C)c(S(=O)(=O)N2CCOCC2)c(C)c1C	-3	-0.8	-3	1	7	2	-1	-1.4	-3	-10
Cc1ccc(S(=O)(=O)CCC(=O)OCc2nnc(-c3ccccc3Br)o2)cc1	-10	0.9	-1	0	11	-1	-2	-2.9	-2	-8
CCCC(=O)NC(NC(=S)Nc1c(C)n(C)n(-c2ccccc2)c1=O)C(Cl)(Cl)Cl (configuration not stated)	-7	0.5	-5	3	13	7	-2	-2.2	1	4
COc1ccc(NC(=S)N(CCc2c(C)[nH]c3ccccc23)Cc2ccco2)cc1	2	-2.4	-3	-1	6	0	-5	-1.2	nt	1
COc1cc(CNCCSc2nnnn2C)cc(OC)c1OC	-4	-1.3	-5	1	16	4	-3	-3.1	nt	-2
CCC1=Nc2cc(C(=O)NCc3ccco3)ccc2Sc2ccc(C)cc21	-13	-2.0	3	0	16	-6	5	-3.0	nt	2
CC(C)Cc1ccc(C(C)C(=O)N2CCOCC2)cc1 (configuration not stated)	-1	-1.2	-1	0	5	-4	0	-0.8	0	-2
COc1ccc(N/C=C\C(=O)c2ccc3ccccc3c2)cc1	13	2.8	-6	-4	6	-3	3	-1.3	-3	-2
O=C(NNC(=O)c1cccnc1)NC1CCCCC1	-9	1.2	5	0	18	-5	1	-3.5	-4	3
O=C(CN(Cc1ccc(F)cc1)C(=O)CCC(=O)Nc1ccccn1)NCc1ccco1	-7	1.4	-1	3	9	1	4	-2.2	3	1
O=[N+]([O-])c1cccc(OCc2cn3cccnc3n2)c1	2	0.2	5	-1	14	-2	-1	-2.4	-5	2
CCSc1nnc(NC(=O)c2cccnc2Cl)s1	-7	0.8	1	2	13	5	-2	-2.2	1	-9
Cc1cccc(NC(=O)NC2CC3CCC(C2)N3Cc2ccco2)c1 (configuration not stated)	-16	0.5	-7	0	0	0	-4	0.1	nt	-8
Cc1nn(C(=O)C2CC2)c(C)c1Sc1ccc(Cl)cc1	-9	3.4	-3	-9	-13	2	1	2.2	3	-35
O=C(Nc1ccc(-c2csc(-c3ccccc3)n2)cc1)c1ccccc1Cl	3	4.1	-2	2	7	-1	1	-1.2	1	-2
CCOC(=O)CC[C@H](NC(=O)Cn1cnc2c(SC)nc(N)nc21)C(=O)OCC	nt	2.0	-5	nt	nt	8	1	nt	6	2
Cc1nnc(SCC(=O)N2CCN(C(=O)c3ccco3)CC2)n1C	-22	3.2	-4	8	8	3	1	-2.0	-3	-13
CCc1ccc(NC(=S)Nc2cccc(OC)c2)cc1	-16	0.7	-4	-1	3	-2	1	-0.5	-4	1
N#Cc1cccc(C(c2nnnn2C2CCCC2)N2CCC(Cc3ccccc3)CC2)c1 (configuration not stated)	26	-0.4	-4	2	1	-4	4	-0.1	0	-3
Cc1cc(=O)oc2cc(OCC(=O)c3ccccc3)ccc12	-12	0.3	2	2	8	0	-7	-1.6	nt	-9
CC(C)NC(=O)CSc1nc2ccccc2c(=O)n1CCCOC(C)C	14	2.2	0	1	12	0	0	-2.1	-3	3
CCc1ccc(NC(=O)Nc2cccs2)cc1	-3	1.1	-5	6	-35	8	5	5.8	-3	-17
N#C/C(=C(/O)CN1CCOCC1)c1nc2ccccc2s1	-5	0.1	-3	2	13	3	1	-3.1	-1	-4
O=C(CNC(=O)/C(=C\c1ccccc1)NC(=O)c1ccc(Br)cc1)OCc1ccccc1	-9	1.9	1	3	-5	8	0	0.9	-3	1
CCc1cccc(CC)c1NC(=O)CCCSc1nc2ccccc2s1	-14	1.7	-1	4	-2	-1	0	0.3	-4	-1
CC12CCC(C(=O)NCc3ccccc3Cl)(CC1=O)C2(C)C (configuration not stated)	-5	-0.3	-4	0	4	2	0	-0.9	-2	-11
O=C(NCC1CC1)NC(=O)c1c(F)cccc1Cl	2	1.8	-6	0	11	0	-1	-2.0	3	-8
CCCNCC1C(Oc2ccc(Cl)cc2Cl)C(=O)N1c1cccc(C)c1C (configuration not stated)	-12	-0.4	-3	4	-63	-5	1	12	0	0
CCC(C)N1CCN(C(=O)C2CCN(S(=O)(=O)c3c(C)noc3/C=C/c3ccco3)CC2)CC1 (configuration not stated)	-16	-1.0	6	-1	8	0	-6	-1.6	0	-3
Cc1ccc2occ(C(=O)c3ccco3)c(=O)c2c1	-37	-1.3	-6	5	11	6	-2	-2.4	-2	-6
Cc1cccc(-n2nnc(C(=O)NCc3ccccc3Cl)c2N)c1	-6	12	-3	2	2	4	-1	-0.5	-4	-10
CC(=O)Nc1ccc(S(=O)(=O)Nc2ccccn2)cc1	-25	-0.8	2	9	8	3	3	-1.6	7	-5
CN1CCN(CC(=O)Nc2cccc(S(=O)(=O)N(C)c3ccccc3)c2)CC1	11	-1.2	-3	-4	10	-1	3	-2.3	-3	-7
O=C(Nc1ccnn1C1CCN(Cc2ccccn2)CC1)c1cccc(F)c1	8	2.4	-6	4	-1	0	3	0.3	-7	-6
O=C(NCc1ccccc1)c1ccccc1	10	0.1	-1	4	7	0	0	-1.3	4	-7
CC(CCc1ccccc1)NC(=O)CSc1ccccc1 (configuration not stated)	-9	-0.7	3	-1	11	5	0	-2.2	-2	15
CCOC(=O)CC(=O)Nc1ccccc1C(=O)O	8	-1.2	4	2	-6	6	-8	1.4	2	-2
COc1cccc(-c2nn(-c3ccccc3)cc2/C=C(\C#N)C(=O)NCCCn2ccnc2)c1	-5	0.1	-21	2	-1	-4	-1	0.2	-4	-11
O=C(Nc1ccnn1C1CCN(CCCC2CCCC2)CC1)c1ccccc1Cl	9	-0.8	-3	0	-24	2	-2	4.3	5	-11
CC1CCCCC1NC(=O)C1CCC(CNS(=O)(=O)c2ccccc2)CC1 (configuration not stated)	-7	-1.2	3	2	-3	-1	-1	0.6	-7	-7
CCOc1ccc(N(C(=O)c2snc(C(N)=O)c2N)C(C(=O)NCC2CCCO2)c2ccco2)cc1 (configuration not stated)	-17	-0.5	0	6	2	5	3	-0.3	0	-2
CC(=O)Nc1c(C(=O)N2CCOCC2)sc2nc3c(cc12)COC(C)(C)C3	4	-0.1	-1	-4	2	-1	3	-0.4	-1	-2
CCN(CC(=O)NCc1ccc(Cl)cc1)C(=O)c1cc(S(=O)(=O)N2CCOCC2)ccc1C	-21	-0.8	-3	8	8	2	-8	-2.0	-3	-9
COc1ccccc1Nc1ncc(C(=O)N2CCC(C(N)=O)CC2)c2ccccc12	-7	-0.6	1	2	0	18	2	0.1	-25	-5
CCCCN1C(Nc2ccccc2)=NC[C@@H]1C	-21	1.8	-4	7	3	6	2	-0.5	-4	1
CCC1Oc2nc(SC)nnc2-c2ccccc2N1C(=O)c1ccccc1 (configuration not stated)	-14	0.8	-2	-7	6	6	-1	-1.1	-2	0
CCOC(=O)C1CCN(C(=O)CCCCn2c(=O)[nH]c3ccccc3c2=O)CC1	-5	-1.5	-3	-1	12	-4	-1	-2.0	-1	-1
O=C(c1ccc(OC2CCN(Cc3ccccc3C(F)(F)F)CC2)cc1)N1CCCCC1	-20	2.0	1	1	8	-2	0	-1.4	3	4
COc1ccc(C)cc1NCc1cccc(OC)c1OC	-25	-1.2	-2	-3	0	11	-2	0.0	nt	-3
CCN1C(=O)[C@H]2[C@@H](c3ccc(-c4ccccc4)cc3)N3CCC[C@@]3(C(=O)OC)[C@H]2C1=O	-52	-0.7	-1	19	-6	-6	-3	1.1	0	-6
O=C1c2ccccc2NC(c2ccccn2)N1c1ccccc1F (configuration not stated)	-20	-0.3	1	5	14	-4	1	-2.8	2	10
CC(C)CNC(=S)N1CCN(Cc2ccc3c(c2)OCO3)CC1	3	-2.8	-3	-1	-10	2	-1	1.8	-2	-16
CC(=O)Nc1c(NC(C)(C)C)c2ccccc2oc1=O	-7	-1.5	4	-1	8	3	1	-1.5	nt	0
COc1ccc(-n2c(C)c(C)c3c(NCCCO)ncnc32)cc1	6	2.4	-8	-2	10	3	3	-1.9	11	-1
COC(=O)COc1ccc(NC(=O)C2CCCO2)cc1 (configuration not stated)	8	-0.1	0	-2	13	3	-5	-2.3	0	-1
O=C(COC(=O)c1ccc(F)c(S(=O)(=O)N2CCOCC2)c1)c1ccc(Cl)cc1	14	0.8	-2	-2	12	-5	-3	-3.2	nt	-9

Following part:
molecule	HTR5A inv ctr	C-LANA FP	Keap1 Nrf2 FP	HTR5A ag	MOR-DOR inv ag	cardiac RTF act	V-ATPase pHluor	MOR-DOR ag	CAL-PDZ inh HTS	RTF Ca sens inh
CCCn1c(CC)nc([N+](=O)[O-])c1Sc1ccc(C)cc1	6	0.2	-4	-2	8	-1	-2	-1.9	-2	0
Cn1nc(-c2ccc(C(=O)NCCO)cc2)c2ccccc2c1=O	-15	-1.3	1	-1	13	-2	1	-2.5	1	-1
O=C(NCc1ccccn1)c1cc(-c2ccccc2)nc2ccccc12	-21	0.2	0	8	12	-5	-2	-2.2	nt	-22
CCCCCCC(=O)OCC(=O)c1ccc2c(c1)NC(=O)CO2	-7	-0.6	-6	0	-19	-2	4	4.1	-4	0
Cc1cc(S(=O)(=O)NCC(c2ccc3c(c2)OCO3)N2CCOCC2)ccc1F (configuration not stated)	8	0.9	-2	-3	3	3	-4	-0.6	1	4
O=C(C1CCN(c2ncnc3c2nc2n3CCCCC2)CC1)N1CCCCC1	-4	0.7	-3	1	12	-8	-2	-2.3	-3	-2
CCn1c(CNc2ccc(Cl)cc2)nnc1SCC#N	-16	1.7	1	6	13	2	2	-1.7	4	-7
CCN(CC)S(=O)(=O)c1cc(C(=O)OCC(=O)c2ccc3c(c2)NC(=O)CO3)ccc1Cl	10	0.6	-2	-1	11	-3	-1	-2.3	-5	-1
CC(=O)Oc1ccc(/C=C2/SC(=S)N(Cc3ccccc3)C2=O)cc1	20	-1.4	6	-6	20	3	-5	-4.3	-2	-5
Cc1cc(C)c(C#N)c(SCC(=O)C(C)(C)C)n1	3	0.1	3	0	13	0	1	-2.2	-3	8
O=C(Nc1nccs1)c1cc(Cl)nc2ccccc12	3	1.7	-2	0	13	1	-2	-2.5	-4	1
